# Cl transport mod – KCC2 (human) Cl- transport modulation; 190,000 tested, 2.2% active; B-score of Tl+ flux slope (higher = more flux/activation; lower = inhibition) at 10 µM; KCC2 cells, thallium flux FluoZin-2 fluorescence; Q9H2X9;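 active = thallium flux slope and its plate-corrected score both differing from the plate sample mean at a set confidence after two filtering rounds, in either direction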;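 note: slope of fluorescence scaled to starting intensity during 10 to 20 s after thallium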
# FXIIa inh – blocks human coagulation factor XIIa protease activity | P00748 | purified FXIIa, Boc-QGR-AMC fluorogenic substrate, 2 h | inhibition, % at 5 µM | 220,000 tested, 0.3% active | AID 800; in the data active = inhibition above about 40%;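 note: 0% = enzyme with no compound and 100% = blank without enzyme; many of its hits are not listed in these tables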
# Target sequence (P00748 20-372 limits assumed): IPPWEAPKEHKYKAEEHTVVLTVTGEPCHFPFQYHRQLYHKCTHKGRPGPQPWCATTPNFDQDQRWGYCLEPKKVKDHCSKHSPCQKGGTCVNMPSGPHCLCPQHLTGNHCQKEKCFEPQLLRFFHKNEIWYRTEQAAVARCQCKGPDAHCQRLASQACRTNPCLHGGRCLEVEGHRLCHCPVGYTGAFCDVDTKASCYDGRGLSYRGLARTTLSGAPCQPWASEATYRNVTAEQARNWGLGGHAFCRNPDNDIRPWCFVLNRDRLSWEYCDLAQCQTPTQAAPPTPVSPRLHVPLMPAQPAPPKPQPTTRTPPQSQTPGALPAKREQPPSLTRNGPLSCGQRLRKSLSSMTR
# Target sequence (P00748 373-615 limits assumed): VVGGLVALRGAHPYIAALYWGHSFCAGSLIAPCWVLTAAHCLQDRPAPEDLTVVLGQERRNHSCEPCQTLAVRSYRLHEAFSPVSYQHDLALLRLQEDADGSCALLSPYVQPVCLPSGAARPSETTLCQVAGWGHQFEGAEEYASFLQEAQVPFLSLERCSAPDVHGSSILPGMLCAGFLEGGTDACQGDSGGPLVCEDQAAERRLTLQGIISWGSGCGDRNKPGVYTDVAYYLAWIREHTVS
# Calpain2 inh – blocks pig calpain II enzyme activity | purified calpain II, fluorogenic peptide substrate, 30 min | inhibition, % at 16 µM | 220,000 tested, 0.37% active | AID 1236;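 active = inhibition above about 50%, limit read from the data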
# PERK inhibitor – inhibitors of human PERK kinase; CHO PERK-DD fusion, SEAP luminescence translation reporter; inhibition, % at 5.6 µM; 220,000 tested, 0.17% active;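 active = inhibition above the mean inhibition of all tested compounds plus 3 SD, set separately per screening campaign, cut at about 2.9% in these data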;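 note: PERK kinase domain activated by AP20187 dimerizer at 100 nM; 0% = DMSO with dimerizer and 100% = rapamycin at 8.4 µM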
# Rad51 HR inh – Rad51 (human) homologous recombination inhibition. Q06609. hRad51 DNA strand exchange, fluorescence dequenching. inhibition, % at 10 µM. 200,000 tested, 0.085% active. AID 1385;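 active = inhibition above 40% at the single screening dose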;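 note: 0% = DMSO control wells and 100% = blanks with heterologous ssDNA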
# Target sequence (Q06609 whole entry, looked up): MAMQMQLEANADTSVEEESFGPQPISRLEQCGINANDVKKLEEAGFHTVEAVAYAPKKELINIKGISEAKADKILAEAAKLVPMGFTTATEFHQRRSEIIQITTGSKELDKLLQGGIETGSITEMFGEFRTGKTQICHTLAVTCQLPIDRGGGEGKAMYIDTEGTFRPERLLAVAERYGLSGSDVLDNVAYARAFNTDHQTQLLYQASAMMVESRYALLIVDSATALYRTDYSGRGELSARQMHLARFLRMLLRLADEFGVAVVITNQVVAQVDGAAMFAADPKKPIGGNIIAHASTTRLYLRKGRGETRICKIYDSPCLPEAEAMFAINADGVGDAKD
#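 Material: human Rad51–ssDNA filaments; Probe or stimulus: labelled 47-mer dsDNA for strand exchange; Doses: single 10 µM dose; Incubation: 37 °C 15-min filament assembly, 30-min compound preincubation, 15-min exchange; Technique: FRET fluorescence dequenching, excitation 485 nm, emission 520 nm; Measure: Fluorescence-based percent inhibition, control- and blank-normalised; Benchmarks: plate control and blank wells.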
# hK5 inh – blocks human kallikrein 5 protease activity | Q9Y337 | recombinant hK5, fluorogenic AMC substrate cleavage | inhibition, % at 5 µM | 210,000 tested, 0.59% active;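 active = inhibition of 40% or more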;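 note: 0% = enzyme controls without compound and 100% = no-enzyme blanks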
# FXIa inh – factor XIa (human) inhibition | 220,000 tested, 0.14% active | inhibition, % at 5 µM | purified FXIa, Boc-Glu-Ala-Arg-AMC fluorogenic substrate | P03951 | AID 798;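 active = inhibition of at least 40%; inactive = inhibition below 40%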;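 note: fluorescence of freed AMC excited at 355 nm; 0% = enzyme without compound and 100% = no enzyme blank; many of its hits are not listed in these tables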
# thrombin 1536 – blocks human thrombin protease activity. P00734. alpha-thrombin, Boc-VPR-AMC fluorogenic substrate cleavage. inhibition, % at 5 µM. 220,000 tested, 0.26% active;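 active = inhibition at or above 40%; inactive = inhibition below 40%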;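 note: 0% = enzyme with no compound and 100% = wells without enzyme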
#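 Material: Human alpha-thrombin protein | Buffer or medium: pH 7.5 Tris-saline with Tween 20 | Reagent: Boc-VPR-AMC substrate, 15 µM final | Schedule: Reaction at ambient temperature | Detection: AMC fluorescence at 355 nm excitation and 460 nm emission | Evaluation: Percent inhibition scaled between no-compound controls and no-enzyme blanks | Controls: no-compound enzyme wells and no-enzyme blanks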
# Furin inh – inhibitors of human furin; P09958; AID 463115; inhibition, % at 30 µM; 220,000 tested, 0.061% active; purified furin, fluorogenic substrate cleavage; in the data active = inhibition above about 25%; note: inactives centre near -15
# Active calls of the source: *; x = no result given; [ ] = remark or other dose. Only part of the results is shown; the hit share may differ from the screen's.
# Preview, 2 compounds:
SMILES,Cl transport mod,FXIIa inh,Calpain2 inh,PERK inhibitor,Rad51 HR inh,hK5 inh,FXIa inh,thrombin 1536,Furin inh
COc1ccc(NS(=O)(=O)c2cccc(C(=O)N/N=C/c3ccc4c(c3)OCCO4)c2)cc1,0.57,4,-32,1.0,20,-2,0,-2,-12
COc1ccccc1N1CCN(C(=O)c2c(-c3ccccc3)noc2C)CC1,x,20,2,-0.7,-9,24,16,14,-23

# All compounds of this part, from the first entry:
SMILES,Cl transport mod,FXIIa inh,Calpain2 inh,PERK inhibitor,Rad51 HR inh,hK5 inh,FXIa inh,thrombin 1536,Furin inh
COc1ccc(NS(=O)(=O)c2cccc(C(=O)N/N=C/c3ccc4c(c3)OCCO4)c2)cc1,0.57,4,-32,1.0,20,-2,0,-2,-12
COc1ccccc1N1CCN(C(=O)c2c(-c3ccccc3)noc2C)CC1,x,20,2,-0.7,-9,24,16,14,-23
Cc1ccc(C(c2nnnn2CC2CCCO2)N2CCN(C(=O)c3ccco3)CC2)cc1 (stereo not drawn),x,4,-7,-1.2,6,21,-6,-8,-8
O=c1c2sc(-c3ccccc3)cc2nc2n1CCC2,-0.67,16,-1,-0.7,-9,3,10,2,-12[20 µM]
Cc1cccc(CCNS(=O)(=O)c2ccc(S(=O)(=O)N3CCCCC3)cc2)c1,0.23,6,6,1.3,3,-3,-5,0,-13[20 µM]
Nc1nnc(CCCCCCCCCCc2nnc(N)s2)s1,0.17,11,-137,0.6,-9,7,0,-3,-27
Cc1c(CCO)c(=O)n(-c2ccccc2)n1S(=O)(=O)c1ccc(F)cc1,x,4,10,0.4,1,0,2,-7,-8[20 µM]
COc1cc(/C=C2\S/C(=N/S(=O)(=O)c3ccc(C)cc3)NC2=O)c([N+](=O)[O-])cc1OC,-6.5*,15,-76,-0.4,-7,-3,12,4,7[20 µM]
CCOc1cccc(=O)c2c(C)n(-c3ccc(C(=O)O)cc3)c(C)c12,x,12,-25,1.0,x,4,6,3,-10
CCc1ccc(OCc2cnc(Cl)s2)cc1,x,3,-8,-0.4,-4,7,2,1,-25
COc1ccccc1-c1nnc(SC2CCc3ccccc3NC2=O)s1 (stereo not drawn),2.1,10,-26,-0.5,0,-7,0,-8,-13[20 µM]
O=C(COc1ccccc1[N+](=O)[O-])Nc1cc(Cl)ccc1C(=O)O,-1,0,17,0.8,x,x,-5,-8,-25
Cc1ccc(C(=O)Nc2ccccc2C(N)=O)o1,-0.52,7,4,0.5,3,-25,0,-1,-17[20 µM]
COCc1c(C#N)c(NCCc2ccccc2)nc(C)c1[N+](=O)[O-],0.66,10,38,-0.8,-5,-4,-2,-1,-20
O=C(N/N=C/c1ccc2c(c1)OCO2)C(=O)Nc1ccc2ccccc2c1,-0.35,7,16,-0.1,-7,0,5,-11,6
CCC(C)NC(=S)Nc1ccc(F)cc1 (stereo not drawn),-0.94,10,-6,1.7,25,7,5,2,-19
CC(C)(C)Cc1nnc(NC(=O)c2cc(-c3ccccc3)nc3ccccc23)s1,0.071,22,-107,-0.4,x,19,16,-2,-16[20 µM]
CC1CCN(S(=O)(=O)c2cccc(C(=O)NNC(=O)c3ccco3)c2)CC1,1.7,-2,-8,-0.5,-9,0,-4,-8,-7
N#CCCN1CCN(S(=O)(=O)c2cc(Cl)ccc2Cl)CC1,0.69,5,-10,2.2,-14,4,0,0,-11
Cc1nnc(NC(=O)CSc2nccn2-c2ccc(F)cc2)s1,-1.1,10,23,0.7,-14,6,4,-9,-7
O=C(CSc1nnc(Cc2ccccc2)o1)N1CCCc2ccccc21,-6.1*,9,17,-1.2,2,-21,-6,6,-6
O=c1oc2cc(Br)ccc2n1CSC1=NCCS1,x,11,-28,0.0,-10,-16,-3,-9,-11
O=C(CSc1nnc(-c2ccco2)o1)NC1CCCCC1,-0.027,11,-3,-0.4,-5,-22,15,-10,-13[20 µM]
CC(C)CNC(=O)COC(=O)c1ccccc1OCC(=O)Nc1ccc(Br)cc1,1.2,-3,26,0.4,25,-10,10,-9,-3
Nc1no[n+]([O-])c1-c1ccccc1,1.4,3,-5,-0.1,6,-4,-7,10,-31
Cc1ccc(S(=O)(=O)N(C)C)cc1NC(=S)NC(=O)C12CC3CC(CC(C3)C1)C2,-0.14,18,-3,1.1,19,-8,6,3,-25
O=C(COC(=O)c1cccc(C(F)(F)F)c1)NCc1ccc(Cl)cc1,0.63,10,7,0.9,x,-8,6,4,-30
Cc1ccc(NC(=O)C(C)N2C(=O)c3ccccc3C2=O)nc1 (stereo not drawn),2.7,-1,-7,1.2,8,-6,-6,-8,-12
CCOc1ccc(C(=O)Nc2ccc(C(F)(F)F)n(C)c2=O)cc1,1.4,13,-14,0.0,x,-2,15,0,-10
Cc1ccc2c(ccc(=S)n2C)c1,0.18,6,-7,1.6,-1,-2,-2,-6,-6
CCOC(=O)c1cnc(-n2nc(C)cc2C)nc1Nc1ccc(O)cc1,0.45,7,-7,0.9,18,-10,5,-1,-8
CN(C)c1c(N)c(=O)oc2ccccc12,1.3,8,31,0.1,-12,0,1,-11,-3
CCOc1ccccc1C1CC(=O)Nc2cc(OC)c(OC)c(OC)c21 (stereo not drawn),1.3,5,-14,-0.5,14,-3,3,0,-13[20 µM]
COc1ccc(/C=N/NC(=O)CCNc2n[nH]c(=O)[nH]c2=O)c(OC)c1,-0.049,16,-20,0.8,-6,4,1,-5,-20
Cc1[nH][nH]c(=O)c1C(c1ccc(-c2ccc(F)cc2)o1)c1c(C)[nH][nH]c1=O,-5.2*,10,6,0.5,1,0,-1,-6,-13
COCc1nc2ccccc2n1CCCOc1ccccc1,-0.085,15,-13,-0.6,2,-9,4,-1,-9[20 µM]
O=C(C1CC1)N1N=C(C2CCCCC2)CC1(O)C(F)(F)F (stereo not drawn),-0.052,6,8,0.5,x,12,-1,-4,-18
COc1cccc(Cn2nnc(C(=O)NCc3ccc4c(c3)OCO4)c2N)c1,-0.34,3,22,1.0,-2,6,-3,1,-23
Cc1cc(OC(=O)c2ccc(S(=O)(=O)N(C)C)cc2)c([N+](=O)[O-])c(=O)[nH]1,x,20,23,0.0,-5,-7,8,34,-4
COc1ccc(/C=C(\NC(=O)c2ccc(C)cc2)C(=O)NCC2CCCO2)cc1 (stereo not drawn),0.11,9,0,1.0,28,-11,-4,1,-20
CCOC(=O)N1CCN(C(=O)Cn2cnc3ccccc3c2=O)CC1,0.76,9,-15,0.4,12,4,0,-3,-27
Cc1ccc2c(c1)C(=O)C(=O)N2CC(=O)Nc1ccc(N2CCOCC2)cc1,x,12,-46,0.3,-1,-4,-6,-5,-29
CSC(SC)=C(C#N)C(=O)c1ccccc1,-2,-1,-19,1.1,0,-5,-7,-7,-2
O=S(NC1CCCCC1)C12CC3CC(CC(C3)C1)C2 (stereo not drawn),0.069,62*,28,0.7,1,-13,42*,3,-14
CS(=O)(=O)N(CCc1ccccc1)CC(=O)N1CCc2ccccc2C1,-0.88,6,-6,-0.2,4,-10,0,1,-18[20 µM]

# 3 neighbouring records from above, for reference:
SMILES,Cl transport mod,FXIIa inh,Calpain2 inh,PERK inhibitor,Rad51 HR inh,hK5 inh,FXIa inh,thrombin 1536,Furin inh
CSC(SC)=C(C#N)C(=O)c1ccccc1,-2,-1,-19,1.1,0,-5,-7,-7,-2
O=S(NC1CCCCC1)C12CC3CC(CC(C3)C1)C2 (stereo not drawn),0.069,62*,28,0.7,1,-13,42*,3,-14
CS(=O)(=O)N(CCc1ccccc1)CC(=O)N1CCc2ccccc2C1,-0.88,6,-6,-0.2,4,-10,0,1,-18[20 µM]

# Later entries.
SMILES,Cl transport mod,FXIIa inh,Calpain2 inh,PERK inhibitor,Rad51 HR inh,hK5 inh,FXIa inh,thrombin 1536,Furin inh
CN(C)c1cc[n+](CC(=O)Nc2ccc([N+](=O)[O-])cc2Cl)cc1,0.21,6,11,1.4,-10,-3,-5,-6,-17[20 µM]
COc1ccc(NC(=O)C2CCCN2C(=O)NCc2ccccc2)cc1OC (stereo not drawn),0.58,12,-3,1.9,2,-14,0,-2,6[20 µM]
Cc1cc(=O)[nH]c(SCc2nc3ccccc3s2)n1,x,10,22,1.0,-2,-5,4,4,-17
O=S(=O)(Cc1cc(Oc2ccccc2)nc(-c2ccccc2)n1)c1ccccc1,-0.45,-17,x,1.0,x,4,-20,-3,0
CC(C)(C)[C@H]1C=C(C(=O)N2CCN(Cc3ccccc3)CC2)O[C@@H](OCc2ccc(CO)cc2)C1,-1.2,16,9,1.5,5,4,3,-2,-32
N#CNC(=Nc1ccccc1F)SCc1ccc(C(=O)O)cc1,0.13,10,13,1.1,3,4,3,-6,-18
COc1ccc(NC(=O)CSc2nnc(C3CC3)n2-c2ccccc2)cc1,0.42,21,14,-0.7,-10,5,16,3,-6[20 µM]
CCOC(=O)C1CCN(CCC(=O)Nc2ccccc2)CC1,0.0067,10,-25,0.0,6,-8,4,1,-10[20 µM]
COc1ccc(OCC(=O)Nc2ccccc2OC(F)F)cc1,0.17,12,18,0.8,-12,-16,7,3,-23[20 µM]
CN(C)CCN1C(=O)C(=O)/C(=C(/O)c2ccc(F)cc2)C1c1ccccc1F (stereo not drawn),1.7,5,0,0.2,-3,-14,3,-7,-8
O=C(Nc1ccc2c(c1)OCO2)N1CCN(c2ncccn2)CC1,x,7,-16,-0.6,3,0,-4,-3,-12[20 µM]
CNC(=S)NNC(=O)Cn1ccc(C)n1,-0.27,16,-6,-0.3,4,4,2,-8,-15[20 µM]
O=C(C(=O)c1cccnc1)c1cccnc1,0.45,4,12,1.2,x,-2,-3,0,-25
CCS(=O)(=O)Nc1ccc(-c2nnc(SCC(=O)OC)o2)cc1,-0.34,-6,19,1.5,15,2,-6,1,-29
CN(C)CCN(C(=O)c1ccccc1Cl)c1nc2c(Cl)cccc2s1,0.24,10,2,0.6,-8,-6,3,-4,-3
CC(c1ccccc1)n1c(-c2ccncc2)n[nH]c1=S (stereo not drawn),-0.61,4,-10,0.8,24,-16,-7,4,-18[20 µM]
O=C(COC(=O)c1ccncc1)c1ccccc1,0.13,13,2,0.6,5,3,1,3,-26
CCN1CCN(S(=O)(=O)c2cccc3nsnc23)CC1,0.027,5,-16,1.0,-2,9,5,-3,-15[20 µM]
CC(=O)NC(CSC(CC(=O)c1ccco1)c1ccc(C)cc1)C(=O)O (stereo not drawn),-0.5,4,-11,1.9,4,-3,-4,-6,-21
COc1ccccc1NC(=O)C1C2CCCCC21 (stereo not drawn),0.34,22,20,1.3,x,61*,12,104*,-23
CCOC(=O)CSc1nnc(-c2cc(OC)c(OC)c(OC)c2)o1,-0.4,5,0,0.6,4,2,-2,0,-15
Cc1ccc(OCCCC(=O)Nc2ccc(N3CCOCC3)cc2)c(C)c1,-0.46,1,23,-0.6,x,-4,1,-6,-17[20 µM]
O=C(O)CCc1n[nH]c(=S)[nH]c1=O,0.62,10,15,1.1,0,-11,1,0,-25
COC(=O)CSc1nc2c(c(-c3ccc(O)cc3)c1C#N)CCCC2,-0.54,8,29,0.1,6,-14,-2,2,-14
O=C1C2CC=CCC2C(=O)N1c1nc2n(n1)C(c1ccccc1)CC(c1ccccc1)N2 (stereo not drawn),-0.076,16,-41,0.2,x,-13,-5,-7,-18
Cc1ccc2cc(CN(CCO)Cc3nnnn3Cc3ccc(F)cc3)c(=O)[nH]c2c1,-0.029,-17,-5,-0.7,7,-14,-13,-6,-14
O=C(NC1CCC(NC(=O)C2CCCO2)CC1)C1CCCO1 (stereo not drawn),0.35,-1,-7,1.9,2,-4,3,4,-26[20 µM]

# Bioassay records: PubChem BioAssay, several laboratories
